HTR5A ag – HTR5A agonists in luminescence cell assay, primary screen, counter-screen for OPRM1-OPRD1 heterodimer agonist project, full-deck HTS. 5-hydroxytryptamine receptor 5A (Homo sapiens), P47898. cell-based. activation, % at 9.3 µM. 340,000 tested, 0.61% active; in the data active means activation mostly above about 9.5%, no sharp cut-off; inactive means mostly below about 7.6%;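 further: 0% = cells with vehicle only and 100% = reference agonist; strong numbers were not always called active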
Target sequence (P47898 whole entry, looked up): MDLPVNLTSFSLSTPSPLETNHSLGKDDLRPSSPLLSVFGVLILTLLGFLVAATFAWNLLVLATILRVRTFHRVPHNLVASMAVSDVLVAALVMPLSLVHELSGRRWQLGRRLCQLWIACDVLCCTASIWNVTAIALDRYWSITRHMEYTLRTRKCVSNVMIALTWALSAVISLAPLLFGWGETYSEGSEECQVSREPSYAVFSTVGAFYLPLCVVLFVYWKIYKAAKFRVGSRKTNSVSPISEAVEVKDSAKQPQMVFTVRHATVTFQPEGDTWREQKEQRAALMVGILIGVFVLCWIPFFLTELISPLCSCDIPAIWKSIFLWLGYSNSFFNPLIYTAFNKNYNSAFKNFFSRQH
OPRM1-OPRD1 ag – agonists of OPRM1-OPRD1 heterodimerization, primary screen, cell-based, luminescence. cells. 340,000 tested, 0.3% active. Mu-type opioid receptor (Homo sapiens) + Delta-type opioid receptor (Homo sapiens), …. activation, % at 9.3 µM; in the data active means activation above about 18%;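 further: 0% = vehicle-treated cells and 100% = reference agonist; values of inactives mirror those of a sister screen read the other way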
Keap1-Nrf2 PPI – Keap1-Nrf2 protein-protein interaction inhibitors, primary screen, biochemical, fluorescence polarization, single point. 340,000 tested, 0.15% active. Keap1 Kelch-Nrf2 peptide fluorescence polarization, 1536-well. Kelch-like ECH-associated protein 1 (Homo sapiens), Q14145. AID 504523, 2011. inhibition, % at 9.4 µM; in the data active means inhibition above about 12%;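 further: human Keap1 Kelch domain with fluorescein labeled Nrf2 9mer peptide probe; 0% = neutral control wells and 100% = peptide positive control; higher means more block of Keap1 binding to Nrf2 peptide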
Target sequence (Q14145 whole entry, looked up, the tested form may be a part): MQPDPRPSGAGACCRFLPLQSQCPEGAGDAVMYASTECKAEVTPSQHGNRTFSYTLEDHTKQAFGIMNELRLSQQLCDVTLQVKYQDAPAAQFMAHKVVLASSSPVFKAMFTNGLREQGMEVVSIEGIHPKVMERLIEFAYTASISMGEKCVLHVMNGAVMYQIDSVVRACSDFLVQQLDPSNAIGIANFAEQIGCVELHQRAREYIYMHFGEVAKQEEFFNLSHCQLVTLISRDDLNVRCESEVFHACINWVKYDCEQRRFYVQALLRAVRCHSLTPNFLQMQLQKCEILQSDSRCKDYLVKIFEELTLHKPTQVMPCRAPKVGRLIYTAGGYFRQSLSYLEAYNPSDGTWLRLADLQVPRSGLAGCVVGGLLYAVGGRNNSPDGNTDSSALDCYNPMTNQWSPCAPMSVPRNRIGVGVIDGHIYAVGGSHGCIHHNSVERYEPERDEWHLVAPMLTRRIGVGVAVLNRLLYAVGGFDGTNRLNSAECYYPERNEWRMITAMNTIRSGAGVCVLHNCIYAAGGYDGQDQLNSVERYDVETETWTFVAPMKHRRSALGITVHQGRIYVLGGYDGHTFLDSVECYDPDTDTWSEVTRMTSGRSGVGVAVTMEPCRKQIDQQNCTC
MOR-DOR inv ag – inverse agonists of MOR-DOR heterodimerization, primary screen, cell-based, luminescence. 340,000 tested, 0.21% active. inhibition, % at 9.3 µM. cell-based MOR-DOR heterodimer luminescence, inverse agonism. AID 504357, 2011; in the data active means inhibition above about 22%, passing the limit was not always enough;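 further: 0% = cells with DMSO and 100% = wells without cells with DMSO; values of inactives mirror those of a sister screen read the other way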
HTR5A inv ctr – HTR5A inverse agonists in luminescence cell assay, primary screen, counter-screen for OPRM1-OPRD1 heterodimer inverse agonist project, full-deck HTS. inhibition, % at 9.3 µM. 340,000 tested, 0.083% active. HTR5A cell line, inverse agonism. 5-hydroxytryptamine receptor 5A (Homo sapiens), P47898; in the data active means inhibition mostly above about 23%, no sharp cut-off; inactive means mostly below about 18%;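 further: 0% = cells with DMSO and 100% = no-cell wells with DMSO; some compounds called inactive have numbers as strong as hits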
V-ATPase pHluor – regulators of yeast V-ATPase proton pumping, primary screen, pHLuorin cytosolic pH fluorescence. response, % at 10 µM. S. cerevisiae. 350,000 tested, 0.37% active; in the data active means response mostly above about 7.3%, no sharp cut-off; inactive means mostly below about 5.4%; further: actives read high; inactives centre near 0; some compounds called inactive have numbers as strong as hits; reference of the scale not given here
Cardiac RTF inh – cardiac RTF calcium sensitivity inhibitors, primary screen, biochemical, IANBD-TnC fluorescence, EC70 calcium; IANBD-labeled cardiac RTF, Ca2+ fluorescence; inhibition, % at 7.15 µM; Troponin I, cardiac muscle (Homo sapiens) + Troponin T, cardiac muscle (Homo sapiens) + …; AID 493244, 2011; 340,000 tested, 0.12% active;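 active means inhibition above the mean inhibition of all tested compounds plus 3 SD, cut at about 17% in these data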;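 further: assay run at fixed EC70 calcium of 1.6 mM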
cardiac RTF act – cardiac RTF calcium sensitivity activators, primary screen, biochemical, IANBD-TnC fluorescence, EC20 calcium | IANBD-labeled TnC RTF fluorescence at EC20 calcium; 0% EC20 calcium, 100% full calcium | Troponin I, cardiac muscle (Homo sapiens) + Troponin T, cardiac muscle (Homo sapiens) + … | 340,000 tested, 0.24% active | activation, % at 7.2 µM;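 active means activation above the mean over all tested compounds plus 3 SD, cut at about 30% in these data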;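 further: rise in fluorescence read as greater calcium sensitivity of cardiac thin filaments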
CAL PDZ FP – untagged CAL PDZ binding inhibitors, primary screen, biochemical, fluorescence polarization, HTS; Golgi-associated PDZ and coiled-coil motif-containing protein (Homo sapiens), Q9HD26; purified CAL PDZ, TMR-peptide fluorescence polarization, 1 h; inhibition, % at 24.9 µM; 300,000 tested, 0.92% active; AID 602252, 2012;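 active means mean inhibition of at least 30% with at least half of replicates also reaching 30%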;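 further: 0% = DMSO neutral control and 100% = excess unlabeled competitor peptide PRC23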
LANA DNA inh – inhibitors of KSHV C-LANA binding to DNA, primary screen, biochemical, fluorescence polarization, FAM-LBS DNA, MBP-C-LANA, single point | Kaposi's sarcoma herpesvirus LANA C-terminal domain (residues 932-1162) DNA binding | inhibition, % at 9 µM | 340,000 tested, 0.078% active | AID 504423, 2011;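 active means highest replicate inhibition at or above 60% at 9 µM, even if other replicates fall short; inactive means all replicates below 60% inhibition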;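 further: 0% = neutral control wells and 100% = 4 µM acridine orange control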
Numbers without * were called inactive; nt = not tested or not shown. Outcome played no part in choosing rows. About 2.8% of those tested had a hit in this group.

structure,HTR5A ag,OPRM1-OPRD1 ag,Keap1-Nrf2 PPI,MOR-DOR inv ag,HTR5A inv ctr,V-ATPase pHluor,Cardiac RTF inh,cardiac RTF act,CAL PDZ FP,LANA DNA inh
O=C(NCc1cccnc1)c1cccnc1-c1nc2ccccc2s1,3,0.0,4,0,-7,4,-4,3,nt,-1.6
O=C(O)C1C2CCC(O2)C1C(=O)NCc1ccccc1Br (configuration not stated),0,-2.3,-4,12,-1,2,-7,4,3,0.4
CC1CCCC(C)N1c1nnc(NC(=O)c2cc(-c3ccc(Br)cc3)on2)s1 (configuration not stated),-1,-2.1,-8,11,-7,6,-2,4,nt,0.1
CCCCn1nc2cc(C(=O)NCCc3cccs3)ccc2c1OCC,-3,-0.2,0,1,8,-2,-24,1,-1,0.7
Cc1ccc2nccc(C(=O)N3CCCC(Nc4ccc(F)cc4)C3)c2c1 (configuration not stated),-2,-1.5,-3,10,20,1,-3,0,-1,-0.5
Cc1ccc(N2CCN(C(=S)Nc3ccc(Cl)cc3)CC2)cc1,2,1.1,-3,-5,-7,-5,2,-1,-1,-1.3
CCC(CC)C(=O)Nc1c2c(nn1-c1ccc(OC)cc1)CS(=O)(=O)C2,3,-1.3,-5,7,-16,4,-1,0,-4,-0.4
CC(O)(Cc1ccccn1)Cc1ccccn1,-1,-1.3,3,7,2,-2,-2,-3,-11,1.3
COc1cc(OC)cc(C(=O)NC(=S)Nc2nc(-c3cc4ccccc4o3)cs2)c1,2,-2.2,1,11,11,0,4,-1,0,1.7
CN=C1c2cc3cc(OC)ccc3n2CCN1C,7,0.0,-9,0,-2,3,-4,5,-5,-2.0
CC1CC1C(=O)Nc1nc(-c2cccs2)c(-c2cccs2)s1 (configuration not stated),4,2.5,-2,-13,9,3,-21,0,2,-1.6
O=C(Nc1ccc(Cl)cc1)OCc1cc(-c2ccccc2Cl)on1,1,0.5,-4,-3,-9,-15,5,3,-1,-0.3
N#Cc1cnn2c1nc(N1CCOCC1)c1ccccc12,-1,-1.9,-4,9,3,1,-3,-2,-4,-0.9
COc1ccc(NS(=O)(=O)c2cccc(C(=O)NNC(=O)CNC(=O)c3ccccc3)c2)cc1,4,-0.8,-4,4,6,2,-6,-4,-1,0.8
CC(CCc1ccccc1)NC(=O)C(=O)NCCc1ccccc1 (configuration not stated),2,1.5,-2,-8,-8,-3,-5,-2,-2,-4.7
COc1ccccc1N(C(=O)c1cncc(Br)c1)c1nc(-c2ccc(C)cc2)cs1,2,-0.1,0,1,-4,0,-7,4,1,0.1
COc1ccc(CN(C)CC(O)COc2ccc(-c3ccccc3)cc2)cc1OC (configuration not stated),-1,2.2,1,-12,3,1,1,1,-2,-0.1
O=C1c2ccccc2C(=O)N1CC(O)COCc1ccccc1 (configuration not stated),-1,-2.6,-7,15,3,-2,1,1,-5,-0.5
NC(=O)CSc1c[nH]c2ccccc12,-5,-0.7,-2,4,14,-1,-6,-2,-8,-0.8
Cn1c(=O)n(C)c2cc(N3CCCC3)c(NC(=O)c3cccc(F)c3)cc21,-1,-2.1,-2,11,-12,-1,-2,0,-1,-0.5
COc1ccc(C(=O)Nc2ccc(C)c(S(=O)(=O)N3CCOCC3)c2)cc1S(=O)(=O)N1CCCC1,1,-4.4,-5,17,-4,0,-8,2,-2,-0.5
Nc1ccc(C(=O)Nc2ccc3cc(S(=O)(=O)O)ccc3c2)cc1,-1,-0.3,2,2,6,4,-7,4,12,0.7
CCN(CC)c1ccc(C=C2C(=O)OC3(CCCCC3)OC2=O)cc1,-5,-1.3,-12,7,13,3,-6,7,nt,-1.4
COc1cccc(N(CC(=O)N2CCc3ccccc3C2)S(C)(=O)=O)c1,-7,-2.7,1,13,17,-1,-2,-2,1,-1.4
CCOC(=O)c1cnc2c(CC)cccc2c1NCCCN1CCOCC1,-4,0.1,3,-1,15,4,-5,-3,-5,-0.6
O=C(NC1=NCCS1)c1cccc(NC(=O)c2ccco2)c1,-3,0.4,-7,-2,-2,1,-3,4,1,0.6
CC(Oc1ccc(Cl)cc1Cl)C(=O)NCc1ccncc1 (configuration not stated),0,-1.9,-4,9,23,7,-6,-4,nt,0.2
Cc1cc(=O)oc2cc(OC(=O)c3ccco3)ccc12,-2,-1.2,-1,6,5,4,-12,1,6,1.1
CC(Sc1sc(=S)sc1SC(C)C(=O)O)C(=O)O (configuration not stated),-4,-3.5,-3,20,-10,4,-4,-4,0,-0.2
COc1ccc(S(=O)(=O)N/N=C(/C)c2ccncc2)cc1OC,3,-1.1,-2,6,-13,-4,4,-2,-4,-2.6
O=C(c1cccc(N2CCCC2=O)c1)N1CCN(c2ccccc2)CC1,-1,-2.3,-2,13,2,-1,0,-2,-1,-0.2
Cc1nc2cc(C(F)(F)F)ccc2n1C1CCN(CC(=O)N2CCOCC2)CC1,9.0*,-1.6,1,9,0,0,3,3,-3,1.6
CCOc1cc(C)nc(N2CCC(C(=O)NC3CC3)CC2)n1,0,-2.2,0,12,-2,-1,-3,-6,nt,1.4
CCOC(=O)c1[nH]c2cc(OC)c(OC)cc2c1N,0,0.3,1,-1,-19,0,-1,6,-3,-0.7
CC(=O)NC(O)C(=O)c1ccco1 (configuration not stated),-1,-1.6,-1,9,6,-4,-24,2,-3,-2.7
Cc1ccc(Nc2nnns2)cc1C,-2,7.8,-6,-43,-4,3,1,-6,-2,1.2
CC1(C)CC(CC(=O)Nc2nccs2)(c2ccccc2)CCO1 (configuration not stated),0,-3.1,-3,17,21,-1,-3,18,nt,-1.2
CCCCC1CCC(c2ccc(C(N)=O)cc2)CC1 (configuration not stated),-1,-1.1,1,8,3,3,-13,2,-1,1.9
O=C(Nc1c(O)c2ccccc2[nH]c1=O)c1ccco1,-1,0.9,-2,-5,3,-2,-4,-1,-1,1.4
O=S(=O)(NCCN1CCOCC1)c1cccc(C(F)(F)F)c1,2,-2.5,-8,12,-6,9,-5,-1,-4,-1.8
COCCNC(=O)CSc1ccccc1C(=O)NC1CCSc2ccccc21 (configuration not stated),13,-0.6,2,4,-38,-2,-8,-8,0,-0.5
CCOC(=O)C1(Cc2cccc(OC)c2)CCCN(C(=O)CCN2CCCO2)C1 (configuration not stated),-2,-1.5,-1,8,9,0,-2,0,-4,0.7
CCOC(=O)C1CCCN(C(=O)COc2ccc(C(=O)c3ccccc3)cc2)C1 (configuration not stated),0,-0.7,2,4,2,6,8,6,-5,-0.4
Cc1csc(NC(=O)CSc2ccccc2F)n1,0,-1.9,3,10,-8,2,1,-6,nt,-0.4
COC(=O)C1=C(C)NC(=O)CC1c1cc2c(cc1Br)OCO2 (configuration not stated),3,-0.3,-2,2,-8,-4,-7,5,0,0.9
COc1cccc(CNC(=O)c2ccc(C)c(S(=O)(=O)N3CCCCC3)c2)c1,2,-1.0,0,6,8,3,-8,-1,-2,0.7
COc1ccc(Cl)cc1NC(=O)CN(C)C(=O)c1sc2ccccc2c1Cl,7,1.7,1,-7,-19,0,-6,-1,-4,-0.7
C=CCO/N=C/C1C(=O)CC(C)(C)CC1=O,-4,-1.9,-5,12,9,3,-15,-4,0,0.5
O=C(O)c1ccc(-n2cccc2/C=C2/SC(=O)N(CC(=O)N3CCCC3)C2=O)cc1,-3,-2.4,3,13,8,-2,26*,-8,-6,64*
O=C1c2ccccc2C(=O)N1Nc1ccc([N+](=O)[O-])cc1[N+](=O)[O-],-10,-2.5,-2,12,35*,-2,-10,0,-5,-0.8

Following part.
structure,HTR5A ag,OPRM1-OPRD1 ag,Keap1-Nrf2 PPI,MOR-DOR inv ag,HTR5A inv ctr,V-ATPase pHluor,Cardiac RTF inh,cardiac RTF act,CAL PDZ FP,LANA DNA inh
COc1ccc(C2=C(c3ccc([N+](=O)[O-])cc3)C(=O)OC2)cc1,-1,-1.5,-5,7,2,3,8,6,-1,0.9
O=C(CCNS(=O)(=O)c1ccccc1)N1CCC(Cc2ccccc2)CC1,3,1.9,-3,-10,-23,4,-2,-2,1,-0.3
Cc1c(C(=O)O)oc2ccc3c(c12)C(O)CC(C)(C)O3 (configuration not stated),-3,-1.1,-3,6,10,1,-6,-1,0,0.7
CC1CN(S(=O)(=O)c2cccc(C(=O)NCCC3=CCCCC3)c2)CC(C)O1 (configuration not stated),4,0.9,-2,-6,-13,-4,9,1,-4,1.0
COc1ccccc1S(=O)(=O)NCc1ccc(C(=O)NC2CCC(O)CC2)cc1 (configuration not stated),0,-0.5,3,2,2,0,5,0,nt,1.0
Cc1ccc(C)c2[nH]c(=O)c(CCNC(=O)c3ccc(S(=O)(=O)N4CCOCC4)cc3)cc12,1,0.4,-4,-2,-1,5,-1,-6,1,-0.6
CC(=O)Nc1c(O)nc(SCC(=O)Nc2cccc(C)c2)[nH]c1=O,6,1.0,5,-6,-19,0,0,-4,1,-3.5
Cc1ccc(Cl)cc1N1CCN(C(=O)c2ccc3nc[nH]c3c2)CC1,7,1.4,2,-7,-11,1,-7,-3,-5,2.2
COc1cc2c(cc1NC(=O)COC(=O)[C@@H](NC(=O)c1ccccc1)C(C)C)oc1ccccc12,3,6.3,-1,-33,-3,0,7,5,-1,1.4
COc1ccc(S(=O)(=O)N2CCCC(C(=O)N3CCN(c4ccccc4)CC3)C2)cc1Cl (configuration not stated),-5,1.3,1,-7,-2,-4,-5,-3,0,-0.4
O=C(NCc1ccc(F)cc1)C1CCC(=O)N1C1CCCCC1 (configuration not stated),6,0.8,1,-5,-15,0,-2,4,-5,-1.1
Cn1c(C(=O)N2CCCC(C(=O)c3ccc(C(F)(F)F)cc3)C2)cc(=O)n(C)c1=O (configuration not stated),0,-2.3,-2,13,1,-2,-5,1,-2,0.2
COC(=O)c1ccc(NC(=O)C2CCCN(S(=O)(=O)c3cnc[nH]3)C2)cc1 (configuration not stated),-3,0.1,-2,-1,8,-2,-7,2,-8,1.9

Screening data (PubChem BioAssay)
